Compound activity: PubChem BioAssay, The Scripps Research Institute Molecular Screening Center
TTR transcr act: TTR transcription activation, primary screen; SH-SY5Y TTR promoter Gaussia luciferase, luminescence; 100% = recombinant luciferase protein wells; activation, % at 16.7 µM; 1.3% of 92,000 active;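 active = activation above the mean of all tested compounds plus 3 SD, cut at about 9.5% in these data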;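 note: cells exposed to compounds for one day before reading; 0% = median of all test compound wells on the plate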
Starred values were filed as active, the others as inactive. Not all compounds are listed; count on the stated rates, not on these rows.

TTR transcr act | Structure
0.8 | CCOc1ccccc1NC(=O)c1ccccc1-c1nc(-c2ccccc2)no1
0.2 | O=[N+]([O-])c1ccc(N2CCSCC2)cc1O
-1.2 | CCOC(=O)C1Cc2c([nH]c3ccccc23)C(C)N1 (stereo not given)
0.7 | O=C(OCc1cn(Cc2cccc(F)c2F)nn1)N1CCCC1
3.0 | Cc1nn(Cc2ccccc2Cl)c(C)c1NC(=O)c1ccn(C)n1
-1.8 | Cc1cc(C(=O)NCc2ccccc2F)cs1
1.1 | CS(=O)(=O)N(CC(=O)NCCSc1ccccn1)c1ccc(F)cc1
-7.0 | O=C1CCN(Cc2ccc([N+](=O)[O-])cc2)CCN1[C@H](CO)Cc1ccccc1
-1.0 | CN(C)c1ccc(CN2CCC(C(N)=O)CC2)cc1
-1.0 | CCN(CC(=O)Nc1ccc(OC)cc1)C(=O)c1ccc2ccccc2c1
5.8 | Cc1ccc(C(=O)c2nc(C(=O)NCCO)nc3ccccc23)cc1
-0.8 | O=C(CC12CC3CC(CC(C3)C1)C2)Nc1nncs1
-1.1 | CCOC(=O)C1=C(COC(=O)/C=C/c2cc(OC)c(OC)c(OC)c2)NC(=O)NC1C (stereo not given)
0.1 | CCOC(=O)c1ccc(-n2c(C)nc3c(cnn3-c3ccccc3C)c2=O)cc1
-1.1 | O=C(NCCN1CCOCC1)c1ccc(CSc2nc3ccncc3n2Cc2ccc(F)cc2)cc1
-1.7 | N=C1c2ccccc2CN1NC(=O)CC12CC3CC(CC(C3)C1)C2
6.3 | CCN1CCN(C(=O)c2cn(CCOC)c(=O)c3c2c2ccccc2n3C)CC1
-1.9 | Cc1cc(-c2cccc(Br)c2)c(C#N)c(N)n1
-2.1 | COc1cc(OC)c(NC(=O)c2ccco2)cc1Cl
7.4 | Nc1cc(C(=O)O)ccc1Nc1ccc(F)c(F)c1
-0.7 | C[C@H]1[C@@H](OC(=O)Nc2ccc(Cl)cc2)CC[C@@]23CCCN2C(=O)CCC[C@@H]13
-2.1 | CCOc1ccc(NC(=S)Nc2cc(C)[nH]n2)cc1
-1.0 | Cc1ccc(-c2nc(-c3cccnc3)no2)c(C)c1
1.9 | O=C(c1ccc(Cl)c(Cl)c1)N1CCOCC1
-2.5 | COc1cc(C(=O)N2CCCCC2c2cc(C(=O)Nc3ccccc3Cl)no2)cc(OC)c1C (stereo not given)

The final six compounds of the part before open the next one.
TTR transcr act | Structure
7.4 | Nc1cc(C(=O)O)ccc1Nc1ccc(F)c(F)c1
-0.7 | C[C@H]1[C@@H](OC(=O)Nc2ccc(Cl)cc2)CC[C@@]23CCCN2C(=O)CCC[C@@H]13
-2.1 | CCOc1ccc(NC(=S)Nc2cc(C)[nH]n2)cc1
-1.0 | Cc1ccc(-c2nc(-c3cccnc3)no2)c(C)c1
1.9 | O=C(c1ccc(Cl)c(Cl)c1)N1CCOCC1
-2.5 | COc1cc(C(=O)N2CCCCC2c2cc(C(=O)Nc3ccccc3Cl)no2)cc(OC)c1C (stereo not given)
2.7 | CCN1CCN(C(=O)Nc2cc(Cl)ccc2OC)CC1
-1.1 | COc1cccc(-c2cc3nc(NCc4ccccc4OC)n(C)c(=O)c3s2)c1
-1.4 | COc1ccc([C@H]2C[C@@H](O)[C@H](n3cc(COC(=O)c4ccccc4)nn3)CN2Cc2cccs2)cc1
0.0 | CCc1cc2c(=O)c(-c3ccc4c(c3)OCCO4)coc2cc1OC(=O)c1ccco1
0.3 | CCOC(=O)C1=C(CN2CCN(CCC#N)CC2)NC(=O)NC1c1ccc2c(c1)OCO2 (stereo not given)
-0.6 | O=C(Cn1cnc2ccc(Cl)cc2c1=O)NC1CCS(=O)(=O)C1 (stereo not given)
-0.2 | Cc1nc(NC(=S)NC(=O)COc2ccccc2Cl)ccc1Br
-2.8 | CCCC[C@H](CC(=O)c1ccccc1)[C@@H](OC(C)=O)C(=O)Oc1c(C(C)C)cccc1C(C)C
4.2 | O=C(CN1CC[n+]2c(-c3cccs3)csc21)c1ccc(Br)cc1
-1.8 | O=C(NCCCN1CCOCC1)/C(=C/c1cccs1)NC(=O)c1ccccc1
0.9 | CCn1nnc(NC(=O)c2cc3ccccc3o2)n1
2.2 | CCc1cc(=O)oc2c(C)c(OC(C)C(=O)NCC3CCC(C(=O)O)CC3)ccc12 (stereo not given)
0.6 | COc1cc(C2NC(=O)NC(C)=C2C(=O)OC(C)(C)C)ccc1OCC(=O)O (stereo not given)
-1.4 | O=C(O)c1ccc(C=NN2CCCCCC2)cc1
0.9 | CN1CCCN(C(=O)c2cc(-c3ccc(Cl)c(Cl)c3Cl)nc3ccccc23)CC1
2.3 | COc1ccccc1OCCn1c(C(C)O)nc2ccccc21 (stereo not given)
-2.1 | COc1ccc(N(CC(=O)NC2CCCC2)C(=O)c2csnn2)cc1
-2.5 | CC1CCN(c2ccc3nnc(CCC(=O)Nc4ccc(F)c(F)c4)n3n2)CC1
0.0 | CCOc1ccc(NC(=O)NCc2cccnc2)cc1
-1.1 | CC1CCCN(c2ncnc3c2cnn3-c2ccccc2)C1 (stereo not given)
0.6 | CCOC(=O)/C(C#N)=C/Nc1cc(F)ccc1C
1.9 | COc1ccc(NC(=O)Nc2ccc(OC)c(OC)c2)c([N+](=O)[O-])c1
-0.8 | O=C(Cn1c(-c2ccccc2)noc1=O)Nc1ccc(N2CCCCCC2)cc1
0.3 | C[C@H](CO)N1C[C@H](C)[C@@H](CN(C)S(=O)(=O)c2ccc3ccccc3c2)OCc2cn(nn2)CCCC1=O
-1.5 | C=CCOc1ccc(C(=O)CC)cc1OC
-2.2 | COc1ccc(-c2cc3ccccc3oc2=O)cc1NC(=O)c1cccnc1
1.0 | COc1ccc2cc(CCNC(=O)c3ccc(Br)o3)c(=O)[nH]c2c1
0.0 | CC(NC(=O)C(C)(C)C)C(c1cccs1)N1CCOCC1 (stereo not given)
-1.0 | C[C@H](CO)N1C[C@H](C)[C@H](CN(C)S(=O)(=O)c2ccc3c(c2)OCCCO3)OCc2cnnn2CCCC1=O
1.2 | COc1cc2[nH]cc(C(=O)NCCc3ccccc3)c(=O)c2cc1OC
0.5 | CCOC(=O)N1CCC(NC(=O)C2=CCN(S(=O)(=O)c3ccc(F)cc3)CC2)CC1
-0.3 | Cc1ccc(-n2c(C)nc3c(cnn3-c3ccc(C)c(C)c3)c2=O)cc1C
1.1 | Cc1cc2n(n1)C(c1cccs1)Nc1ccccc1-2 (stereo not given)
-2.0 | CC(=O)N1CCc2cc(S(=O)(=O)N3CCOCC3)ccc21
0.1 | Oc1ccccc1-c1nc2cnccn2c1Nc1ccc2c(c1)OCCO2
2.5 | COc1ccc(CC(=O)Nc2ccc(N3CCN(c4ccc(OC)cc4)CC3)c(C#N)c2)cc1
-0.1 | CCOc1ccc(C(O)C(CN2CCOCC2)c2ccccc2)cc1 (stereo not given)
0.1 | COC(=O)C1=C(C)N(C)C(=O)NC1c1cc2c(cc1[N+](=O)[O-])OCO2 (stereo not given)
1.0 | CCOC(=O)[C@@]12CCC3=C1N(CCC3)C(=O)[C@H](CC(=O)NCc1ccccc1)C2
-1.7 | NC(=S)NNC(=O)C12CC3CC(CC(C3)C1)C2
0.3 | Cc1nsc2c1ccc1ccccc12
-0.8 | Cc1ccc(C(CNC(=O)Nc2cccc(C)c2)N2CCN(C)CC2)cc1 (stereo not given)
-0.3 | CC(C)CC(=O)Nc1ccc(N2CCN(C(=O)c3cccs3)CC2)cc1
2.2 | O=c1c2ccccc2c2ccccc2c(=O)n1-c1ccccc1
-1.9 | CCNc1ccc(S(=O)(=O)N(C)C)cc1NCC(=O)Nc1ccc(F)c(Cl)c1
0.2 | CCCC(=O)OCC(=O)Nc1ccc2[nH]c(=O)[nH]c2c1
-0.5 | N#CCC(=O)N/N=C/c1cn(Cc2ccc(Cl)cc2Cl)c2ccccc12
0.2 | C=CCSc1nnc2nc3c(nn12)c1cc(C)ccc1n3CC=C
-2.5 | COc1ccc(N=C2S/C(=C\c3cc(C)n(C)c3C)C(=O)N2C)cc1
-0.3 | NC(=O)Cn1nc2sc3ccccc3n2c(=O)c1=O

(continued)
TTR transcr act | Structure
2.3 | CN(Cc1ccccc1Cl)C(=O)CNC(=O)C12CC3CC(CC(C3)C1)C2
9.9* | COc1ccc(NC(=O)CCc2nc(-c3ccccc3F)no2)cc1
0.9 | CS(=O)(=O)c1ccc(C(=O)Nc2ccccc2Cl)cc1
-1.6 | C/C(=N\OCC(=O)Nc1ccccc1Br)c1cccs1
1.1 | Cc1ccc(Nc2nc(CSc3nnnn3C)cs2)cc1
-1.4 | CC1c2cc3c(cc2CCN1C(=O)c1ccc(Cl)cc1)OCCCO3 (stereo not given)
-1.2 | CCOC(=O)c1sc(NC(=O)C(CC)OC(=O)C(CC(C)C)NC(=O)c2ccccc2)nc1C (stereo not given)
2.2 | O=C(COC(=O)CCC1CCCC1)Nc1ccc(Cl)cn1
5.7 | COc1ccc(CCNC(=O)C2CC3Cn4c(nc5ccccc54)C3N2Cc2ccccc2)cc1 (stereo not given)
0.2 | Cc1nc(CSc2n[nH]c(=O)n2-c2cccc(F)c2)cs1
-0.1 | O=C(COc1ccc(S(=O)(=O)N2CCOCC2)cc1)NCc1ccccn1
-6.8 | C=C1CCc2c([nH]c3ccc(OCC(C)C)cc23)C1=O
1.1 | CN1CCC(CNC(=O)Nc2csc3ccccc23)CC1
0.4 | COCC(=O)Nc1ccc(Br)cc1C
0.9 | O=C(CN1C(=O)C2CC=CCC2C1=O)Nc1nnc(SCc2ccc(Cl)cc2)s1 (stereo not given)
-0.9 | COc1ccc(C(=O)N2CCCC(c3cc(C(=O)NCc4ccccc4)no3)C2)cc1 (stereo not given)
-0.1 | Cc1nc2c(Br)cc(Br)cc2c(=O)n1-c1ccccc1NC1OCC(O)C(O)C1O (stereo not given)
0.0 | COC(=O)c1ccc(CSC2=NC[C@@H]3[C@@H]4C(=O)N(Cc5ccccc5)C(=O)[C@@H]4[C@](C)(C(=O)OC)N23)cc1
1.6 | COc1cccc(N2C(=O)/C(=C\c3cccs3)NC2=S)c1
0.6 | CCOC(=O)c1ccc(Oc2nc(N(C)C)nc(N(C)C)n2)cc1
3.5 | CCCCN1C(=N)N([C@@H](CCC)CN2CCC[C@H]2CN2C(N)=NC[C@@H]2Cc2ccccc2)C[C@H]1Cc1ccccc1
-0.7 | Cc1ccc(NC(=O)COC(=O)CN2C(=O)COc3ccccc32)cc1
-1.7 | CC(Cc1ccsc1)NC(=O)CCc1nnc(CCc2ccccc2)o1 (stereo not given)
-2.6 | C=CCC(C)(NCc1ccccc1)c1ccc(C)cc1 (stereo not given)
-1.8 | COC(=O)Cn1c(N2CCCC2)nc2c1c(=O)n(C)c(=O)n2C
-0.2 | COc1cccc(CNC(=O)C2CCN(S(=O)(=O)c3ccccc3)CC2)c1
1.8 | COc1ccccc1CNS(=O)(=O)c1csc(C(N)=O)c1
-0.3 | COc1ccc(Br)cc1/C=N/N1CCN(Cc2ccccc2)CC1
-0.7 | O=C(NCc1ccc(F)cc1)C(C(=O)NCc1ccc(F)cc1)c1ncc(C(F)(F)F)cc1Cl
4.2 | c1ccc(C2=Nn3c(nnc3-c3ccccn3)SC2)cc1
-0.3 | COc1ccc(CNC(=O)C2CCN(c3nn4c(=O)cc(C)nc4s3)CC2)cc1
-4.0 | CC1=C(OC(=O)c2ccc(Br)cc2)C(C)(C)C(c2ccccc2)OC1=O (stereo not given)
-1.2 | O=c1c(N2CCOCC2)c(N2CCOCC2)c1=O
-0.5 | COC(=O)C1=C(NC(=O)c2ccccc2[N+](=O)[O-])CCS1
-0.1 | COCCNC(=O)c1cc2nc3c(c(C(F)(F)F)n2n1)CCc1ccccc1-3
-0.2 | CN(C(=O)c1ccc(OC2CCN(CCc3ccccc3)CC2)cc1)C1CCOCC1
2.5 | CCCNC(=O)c1cccc(NC(=O)C(C)C)c1
0.3 | CC(=O)c1ccc2c3c(ccc(O)c13)CC2
-0.6 | COc1cc2nc(CN3CCC(C(O)(c4ccccc4)c4ccccc4)CC3)[nH]c(=O)c2cc1OC
1.6 | CC(C)[C@@H]1Cc2[nH]n(C)c(=O)c2[C@H](c2ccc(Cl)cc2)O1
-0.1 | C=CCNC(=O)Cc1ccc(S(=O)(=O)N2CCOCC2)s1
-0.1 | Cc1ccc(OCC(=O)OCc2c(C)noc2C)cc1C
1.9 | CC1(C)C/C(=N/Nc2ccc([N+](=O)[O-])cc2[N+](=O)[O-])C(C)(C)O1
0.3 | O=S1(=O)CCOC[C@H](Cc2ccccc2)N1Cc1cccc(F)c1
0.4 | COc1ccc2c(c1)[C@@]1(NCCc3c1[nH]c1ccc(OC)cc31)C(=O)N2C
-1.3 | O=C(CSc1nnc(C23CC4CC(CC(C4)C2)C3)o1)Nc1ccc(N2CCOCC2)c(Cl)c1
-0.6 | O=C(CS(=O)(=O)Cc1ccccc1)Nc1ccc(S(=O)(=O)N2CCCCCC2)cc1
2.3 | COc1cccc(OC(=O)CSc2nnc(-c3ccccc3Br)o2)c1
-1.4 | c1nc(NCC2CCCCO2)c2cc(-c3ccc4c(c3)OCO4)ccc2n1 (stereo not given)
2.1 | Cc1cc(C)cc(Oc2nc3ccccn3c(=O)c2/C=C(\C#N)C(=O)NC2CCS(=O)(=O)C2)c1 (stereo not given)

Going on with the list:
TTR transcr act | Structure
0.0 | Cc1c(OCC(=O)N2CCC(C(N)=O)CC2)ccc2c3c(c(=O)oc12)CCC3
2.4 | Cn1c(CNC(=O)CCNC(=O)c2ccc(Br)cc2)cc(=O)n(C)c1=O
-0.3 | COC(=O)[C@]12C[C@H](CC(=O)NCc3ccc(OC)c(OC)c3)C(=O)N(Cc3ccco3)C1=C[C@H](C1CCCC1)O[C@@H]2C
3.5 | O=C(Nc1ccccc1N1CCCC1)c1cccc(Cl)c1Cl
0.0 | Cn1cnnc1SCC(=O)N1CCc2ccccc21

Three compounds out of the list, ordered by SMILES length, highest first:
TTR transcr act | Structure
-0.3 | COC(=O)[C@]12C[C@H](CC(=O)NCc3ccc(OC)c(OC)c3)C(=O)N(Cc3ccco3)C1=C[C@H](C1CCCC1)O[C@@H]2C
3.5 | O=C(Nc1ccccc1N1CCCC1)c1cccc(Cl)c1Cl
0.0 | Cn1cnnc1SCC(=O)N1CCc2ccccc21
